Screening results deposited in PubChem by NCI.
Growth percent in the NCI-60 one-dose screen (48 h, 10 µM unless noted): 100 = growth as untreated, 0 = no growth, -100 = all killed.
TK-10: TK-10 renal cancer cells. 3.9% of 81,000 active. AID 1794769
NCI/ADR-RES: NCI/ADR-RES ovarian cells | 4.4% of 81,000 active | AID 1794790
786-0: 786-0 renal cancer cells. 5.1% of 81,000 active. AID 1794775
ACHN: ACHN renal cancer. 4.9% of 81,000 active
UO-31: UO-31 renal cancer | 5.2% of 81,000 active | AID 1794768
CAKI-1: CAKI-1 renal cancer | 4.7% of 75,000 active
SN12C: SN12C renal cancer cells | 3.8% of 81,000 active | AID 1794767
IGROV1: IGROV1 ovarian cancer | AID 1794786 | 4.7% of 79,000 active
Starred values were filed as active, the others as inactive; x = no result given; & = joins results of further samples; [ ] = dose if it differs, or a comment. Rule for the calls: active = growth percent below 10; inactive = the rest.

SMILES	TK-10	NCI/ADR-RES	786-0	ACHN	UO-31	CAKI-1	SN12C	IGROV1
COc1ccc(N=C(c2ccccc2)C2C(=O)c3ccccc3C2=O)cc1	103	92	97	72	40	88	104	x
COC(=O)[C@]12CCC(C)(C)C[C@H]1C1=CC[C@@H]3[C@@]4(C)C/C(=C/c5ccccc5)C(=O)C(C)(C)[C@@H]4CC[C@@]3(C)[C@]1(C)CC2	83	101	99	97	79	81	97	103
C=CCSC1=NC2C(N(C)C(=O)N2C)N1/N=C/C=C/c1ccccc1OC (configuration not stated)	107	99	87	104	80	91	97	106
Oc1ccc(Cl)cc1-c1cc(-c2ccccc2Cl)[nH]n1	87	x	85	59	39	76	70	34
COC(=O)/C=C1\S/C(=N\Nc2ccc([N+](=O)[O-])cc2[N+](=O)[O-])N(C2CCCCC2)C1=O	60	30	61	42	19	57	22	58
Cc1ccc(S(=O)(=O)N(SSN(c2ccccc2)S(=O)(=O)c2ccc(C)cc2)c2ccccc2)cc1	122	109	107	99	88	104	99	107
CCCCN(CCCC)C(=O)[C@H](CC)[C@@H]1CC[C@@H](C)[C@@H]([C@H](C)[C@@H](O)[C@@H](C)C(=O)[C@H](CC)C2O[C@]3(C=C[C@@H](O)[C@]4(CC[C@@](C)([C@H]5CC[C@](O)(CC)[C@H](C)O5)O4)O3)[C@H](C)C[C@@H]2C)O1 (some centres not stated)	19	25	17	7.0*	-12*	-3.7*	3.6*	20
Cc1nc2n(n1)C1(C)CCCC(=O)N1c1ccccc1-2 (configuration not stated)	140	100	101	93	66	81	98	92
O=S(=O)(c1ncsc1-c1ccccc1)N1CCCCC1	87	102	99	100	87	90	104	103
O=C(CCc1nnco1)c1nc2ccc([N+](=O)[O-])cc2[nH]1	146	104	111	101	75	x	107	98
COc1ccc(/C=C2/C(=O)/C(=C/c3ccc(OC)cc3OC)C3CCC2N3C)c(OC)c1	62	76	65	77	35	76	55	65
COc1cc(OC)c(NC(=O)CC2SC(N)=NC2=O)cc1Cl (configuration not stated)	109	109	103	102	96	100	106	112
CC(=O)NC(Cc1cc(I)c(O)c(I)c1)C(=O)O (configuration not stated)	118	116	98	104	76	x	108	106
CC(=O)[C@@]1(O)CC[C@H]2[C@@H]3CCC4=CC(=O)CC[C@]4(C)[C@H]3[C@H](O)C[C@@]21C	93	104	96	101	84	x	98	111
COc1cc(CNC(=O)Cc2ccccc2)ccc1OCc1cn(-c2cccc(Cl)c2)nn1	110	89	100	98	78	92	99	102
Cc1cc(C)c(C(=O)c2ccccc2Br)c(C)c1	92	94	86	92	83	77	98	86
CCCCCCCCCCCCCCCCCCNC(=S)N/N=C/c1ccc(O)c(OCC)c1	133	110	108	91	75	x	101	106
CC(=O)N1Cc2ccccc2C(C)Cc2ccccc21 (configuration not stated)	112	118	103	111	93	100	104	103
CC(=O)c1ccc(Br)c2ccccc12	104&102	115&107	112&98	110&102	106&108	99&98	105&111	x
CC(=O)ON=C1C=CC(=C(C#N)c2ccccc2)C=C1	21	-11*	15	14	38	20	18	2.9*
COc1ccc(NC(=O)Cn2c(/C=C/c3ccc(N(C)C)cc3)nc3ccccc3c2=O)cc1	63	32	8.0*	-2.2*	2.7*	19	24	47
O=S(=O)(Nc1cccnc1Oc1ccccc1)c1ccc(Cl)cc1Cl	112	104	103	110	87	103	93	111
CC(CCO)CCC(Br)C(C)(C)Br (configuration not stated)	102	97	99	100	83	102	105	100
C=CC(=O)OCC1CCCO1 (configuration not stated)	94	99	93	105	92	x	94	104

Compound profiles, from the list above.
Cc1cc(C)c(C(=O)c2ccccc2Br)c(C)c1 reads TK-10 = 92; NCI/ADR-RES = 94; 786-0 = 86; ACHN = 92; UO-31 = 83; CAKI-1 = 77; SN12C = 98; IGROV1 = 86
C=CC(=O)OCC1CCCO1 (configuration not stated) reads TK-10 = 94; NCI/ADR-RES = 99; 786-0 = 93; ACHN = 105; UO-31 = 92; CAKI-1 = x; SN12C = 94; IGROV1 = 104
O=S(=O)(Nc1cccnc1Oc1ccccc1)c1ccc(Cl)cc1Cl reads TK-10 = 112; NCI/ADR-RES = 104; 786-0 = 103; ACHN = 110; UO-31 = 87; CAKI-1 = 103; SN12C = 93; IGROV1 = 111

No new results follow: entries from further up.
SMILES	TK-10	NCI/ADR-RES	786-0	ACHN	UO-31	CAKI-1	SN12C	IGROV1
O=S(=O)(Nc1cccnc1Oc1ccccc1)c1ccc(Cl)cc1Cl	112	104	103	110	87	103	93	111
CC(CCO)CCC(Br)C(C)(C)Br (configuration not stated)	102	97	99	100	83	102	105	100
C=CC(=O)OCC1CCCO1 (configuration not stated)	94	99	93	105	92	x	94	104

The listing picks up, repeating the 4 entries before the break.
SMILES	TK-10	NCI/ADR-RES	786-0	ACHN	UO-31	CAKI-1	SN12C	IGROV1
COc1ccc(NC(=O)Cn2c(/C=C/c3ccc(N(C)C)cc3)nc3ccccc3c2=O)cc1	63	32	8.0*	-2.2*	2.7*	19	24	47
O=S(=O)(Nc1cccnc1Oc1ccccc1)c1ccc(Cl)cc1Cl	112	104	103	110	87	103	93	111
CC(CCO)CCC(Br)C(C)(C)Br (configuration not stated)	102	97	99	100	83	102	105	100
C=CC(=O)OCC1CCCO1 (configuration not stated)	94	99	93	105	92	x	94	104
COc1ccc(-c2cc(C#N)c(/N=C\NNC(=O)c3cccnc3)o2)cc1	117	109	105	106	96	95	105	106
O/N=C1/CCCCC/C1=N/O	115	109	113	102	93	x	110	97
Cc1ccccc1COc1ccc(-c2ccnn2-c2ccc(Cl)cc2)cc1	84	38	83	78	74	60	68	58
NC(=O)C1CCCN1C(=O)C(Cc1cnc[nH]1)NC(=O)C1CCC(=O)N1 (configuration not stated)	115	x	95	93	68	95	93	98
CN1CCCC(c2ccccc2)C1c1ccccc1 (configuration not stated)	102	109	101	105	85	104	95	97
O=C(O)C(=Cc1ccco1)C(=O)O	112	104	104	102	87	98	111	121
Clc1ccc(-c2n[nH]c(Cn3nnnc3-c3ccccc3)n2)cc1	96	105	105	103	75	91	104	103
C=CCOC(=O)C1=C(C)NC2=C(C(=O)CC(C)(C)C2)C1c1ccc(O)cc1 (configuration not stated)	99	99	101	100	79	87	104	100
C/C(=N\N=C\c1cccc([N+](=O)[O-])c1)c1nnn(-c2ccc(Cl)cc2)c1C	119	98	104	99	81	88	102	100
CN1C(=O)NC(c2ccc(Cl)cc2)(c2ccc(Cl)cc2)C1=O	129	87	106	108	61	93	103	91
CCOc1ccc(N2C(=O)N(c3ccc(OC)cc3)C(=N)C2=S)cc1	106	108	93	83	67	83	95	101
CON=C1C[C@]2(C[C@@H]3C[C@@H](C/C=C(\C)C[C@@H](C)/C=C/C=C4\CO[C@@H]5[C@H](O)C(C)=C[C@@H](C(=O)O3)[C@]45O)O2)O[C@H](/C(C)=C/C(C)C)[C@H]1C	82	65	66	44	24	45	55	28
Cc1cc2nc3c(=O)[nH]c(=O)nc-3n(CC(O)C(O)C(O)CO)c2cc1C (configuration not stated)	168&91&105	100&97&99	97&106&100	97&94&98	89&90&75	114&94&95	108&100&100	124&102&101
CC(=O)c1ccc(Nc2nc(SCC(C)C)nc(-c3ccccc3)c2C#N)cc1	98	89	54	48	111	70	96	89
OC(COCc1ccccc1)COCc1ccccc1	109	127	108	99	92	97	104	108
CC(O)Cc1cccs1 (configuration not stated)	119	114	102	105	90	103	107	112
C=C(C)[C@@H]1CC[C@]2(C)[C@H](CC=C3[C@@H]4[C@@H](C)[C@H](C)CC[C@]4(C=NCCCNCCCCNCCCN)CC[C@]32C)[C@@]1(C)CCCN	89	99	110	107	59	94	92	104
C=CS(=O)(=O)O	99	96	109	106	89	108	101	105
O=C(CCCCCCN1CC(=O)N2[C@@H](c3ccc(Cl)c([N+](=O)[O-])c3)c3[nH]c4ccccc4c3C[C@H]2C1=O)NO	111	67	103	98	62	82	90	87
Cc1ccc(Nc2nc(N)nc3c2CCc2occc2-3)cc1	106	101	95	100	84	x	100	104
COc1ccc(C(=O)/C=C/c2cccc(Cl)c2)cc1S(N)(=O)=O	-86*	14	-57*	-89*	-68*	-9.9*	-25*	6.5*
CCCCCCCCN=Cc1c(O)c(O)c(C(C)C)c2cc(C)c(-c3c(C)cc4c(C(C)C)c(O)c(O)c(C=NCCCCCCCC)c4c3O)c(O)c12	104	95	x	107	77	93	105	101
COc1cc(OC)cc(-c2n[nH]nc2-c2ccc3c(c2)OCO3)c1	59	3.4*	40	43	45	37	49	40
O=C(O)c1cccc2c1-c1ccc(Cl)cc1C2=O	76	93	112	102	88	98	88	121

Reprinted at random: 2 records from the list.
SMILES	TK-10	NCI/ADR-RES	786-0	ACHN	UO-31	CAKI-1	SN12C	IGROV1
CCCCN(CCCC)C(=O)[C@H](CC)[C@@H]1CC[C@@H](C)[C@@H]([C@H](C)[C@@H](O)[C@@H](C)C(=O)[C@H](CC)C2O[C@]3(C=C[C@@H](O)[C@]4(CC[C@@](C)([C@H]5CC[C@](O)(CC)[C@H](C)O5)O4)O3)[C@H](C)C[C@@H]2C)O1 (some centres not stated)	19	25	17	7.0*	-12*	-3.7*	3.6*	20
O=C(CCCCCCN1CC(=O)N2[C@@H](c3ccc(Cl)c([N+](=O)[O-])c3)c3[nH]c4ccccc4c3C[C@H]2C1=O)NO	111	67	103	98	62	82	90	87

Carrying on:
SMILES	TK-10	NCI/ADR-RES	786-0	ACHN	UO-31	CAKI-1	SN12C	IGROV1
O=C(OCCc1ccccn1)c1cccc([N+](=O)[O-])c1	106	117	98	114	109	105	103	119
CCn1cc(C(=O)O)c(=O)c2cc(F)c(N3CCN(C(C)C(=O)Nc4ccc(/C(C)=N/OC)cc4)CC3)cc21 (configuration not stated)	90	95	80	x	86	x	100	100
Cc1ccc(Cl)c(-n2c(SCC(=O)Nc3ccc(S(=O)(=O)Nc4ncccn4)cc3)nc3ccccc3c2=O)c1	112	106	103	103	89	x	101	111
Nc1nc2c(C(=O)N3CCCC3)nnn2c2cccc(Cl)c12	148	93	101	67	x	77	93	85
C=C1CC2(OC1=O)C(=O)N(CCCN1C(=O)C3(CC(=C)C(=O)O3)c3ccccc31)c1ccccc12 (configuration not stated)	-9.3*	50	20	-18*	-39*	-7.3*	-39*	35
CCOc1ccc(/C=N/NC(=O)Cn2nc(Cc3ccccc3)c3onc(C)c3c2=O)cc1	26	16	-52*	6.4*	-2.5*	12	8.3*	38
Cc1ccc(S(=O)(=O)OCC2OC(n3cnc4c(NC=O)ncnc43)C(OC=O)C2OC=O)cc1 (configuration not stated)	117	126	100	102	93	93	104	105
CC(C)(C)OC(=O)N1C=C/C(=C\Cn2cc(-c3ccccc3)nn2)CC1	99	77	80	69	55	67	74	83
N#CCSc1nc(-c2cnccn2)cc(-c2cccs2)c1C#N	151	98	104	97	83	91	101	72
CCCCCCC(C)OC(=O)c1ccccc1 (configuration not stated)	86	99	97	105	84	97	99	97
CCCCCN1C=C/C(=C\C(=O)N(C)Cc2ccccc2)c2ccccc21	103	106	101	110	84	95	102	106
COc1cccc(-c2cc(=O)c3cc(Cl)cc(N[C@@H](C)c4ccccc4)c3o2)c1N	122	93	108	76	91	75	97	94
CCCCSc1nc2c([nH]1)c(=O)n(C)c(=S)n2C	100	108	95	113	88	92	95	112
N#Cc1c(N=Cc2ccc(O)cc2)n[nH]c1Nc1ccccc1	109	108	100	103	86	100	101	107
NOC(=O)CC[C@H](N)C(=O)O	97[20 µM]	110[20 µM]	99[20 µM]	100[20 µM]	87[20 µM]	95[20 µM]	99[20 µM]	104[20 µM]
COc1cc2oc(-c3cccc(C(=O)N[C@@H](C)C(=O)OC(C)(C)C)c3)cc(=O)c2c(OC)c1OC	95	59	58	65	40	54	56	64
COc1ccc(CSc2nc3cc(OC)c(OC)cc3c(=O)n2-c2ccccc2OC)cc1	111	100	106	100	83	95	101	107
CCCCN(CCCC)CCCCCCCN(CCCC)CCCC	91	99	97	97	83	100	100	92
Nc1nnc(CS(=O)(=O)c2ccccc2)s1	99	104	108	104	77	89	106	101
CC(=O)CC(=O)N(C)Cc1ccccc1	100	105	103	107	86	95	98	98
Cc1cc(C)n(-c2nc(-c3ccc(Cl)cc3)c(C#N)c(N3CCOCC3)n2)n1	112	89	97	88	55	72	87	77
O=C1/C(=C\c2cccn2Cc2ccc(F)cc2)c2ccccc2N1c1c(Cl)cccc1Cl	81	76	77	63	52	68	x	56
